Compound activity from PubChem BioAssay.
IDE act = IDE (human) activation, cell-based; P14735; HEK cells, FAbeta-B cleavage, fluorescence polarization; 0% vehicle, 100% cell-free pure enzyme wells; activation, % at 5.96 µM; 0.073% of 340,000 active; AID 493087;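 active means activation above the mean of all tested compounds plus 3 SD, set per screening campaign, cut at about 17% in these data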
pCIP destab = lowers stability of the mouse p/CIP coactivator protein | Q05BA5 | F442A p/CIP-EGFP cells, EGFP fluorescence, 16 h | decrease of EGFP signal, % at 10 µM | 0.01% of 290,000 active;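 active means EGFP signal decrease of at least 30% at 10 µM or well 3 SD below plate mean, unless failing retest; inactive means the rest, including hits failing retest or dose response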; further: some compounds called inactive have numbers as strong as hits; many of its hits are not listed in these tables
PHOSPHO1 block = blocks human PHOSPHO1 phosphatase activity. Q8TCT1. recombinant PHOSPHO1, absorbance phosphatase assay. inhibition, % at 13.3 µM. 1.1% of 290,000 active. AID 1565; in the data active means inhibition above about 60%
CRFBP-R2 block = CRF-BP/CRF-R2 complex antagonism | HEK293 CRF-R2/CRF-BP, CRF-induced calcium fluorescence | inhibition, % at 11.8 µM | 0.59% of 350,000 active;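 active means inhibition of the ligand-induced calcium signal above about 50% at the single tested concentration, limit read from the data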
M4 PAM = positive allosteric modulators of human muscarinic M4 receptor. AID 624126. CHO-K1 hM4/Gqi5, Fluo-8 calcium fluorescence, ACh EC20; 0% = ACh EC20, 100% = maximal ACh. activation, % at 3 µM. 0.4% of 360,000 active. P08173;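 active means activation above its plate's cutoff, the mean activation of sample wells plus 3 SD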; further: some results filed as inactive read as strong as hits
Target sequence (P08173 whole entry, looked up): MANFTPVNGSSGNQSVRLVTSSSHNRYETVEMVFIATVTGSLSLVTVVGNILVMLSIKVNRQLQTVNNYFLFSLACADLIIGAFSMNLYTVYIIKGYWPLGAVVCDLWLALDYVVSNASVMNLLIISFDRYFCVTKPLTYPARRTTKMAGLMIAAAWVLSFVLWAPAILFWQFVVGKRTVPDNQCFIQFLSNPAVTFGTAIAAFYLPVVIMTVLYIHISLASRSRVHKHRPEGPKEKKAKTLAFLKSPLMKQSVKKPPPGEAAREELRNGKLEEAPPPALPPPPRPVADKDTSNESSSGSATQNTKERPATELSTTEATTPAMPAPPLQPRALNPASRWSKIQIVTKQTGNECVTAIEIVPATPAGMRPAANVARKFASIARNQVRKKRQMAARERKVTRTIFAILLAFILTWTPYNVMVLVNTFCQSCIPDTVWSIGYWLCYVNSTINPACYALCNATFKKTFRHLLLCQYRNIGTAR
GalR3 antagonist = human GalR3 antagonism; inhibition, % at 3 µM; 0.44% of 360,000 active; O60755; HEK293 GalR3-CNG cAMP membrane potential fluorescence; galR3 body fused to GalR1 C-terminus;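 active means inhibition above the screen-wide average plus 3 SD, cut at about 13% in these data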;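 further: forskolin and galanin both at EC90 stimulate the cells; cAMP rise reported by CNG channel membrane potential dye signal; 0% = forskolin plus galanin with DMSO and 100% = forskolin alone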
IDE cell inh = cellular human IDE inhibition | P14735 | HEK cells, FAbetaB cleavage, fluorescence polarization | inhibition, % at 5.59 µM | 0.41% of 320,000 active | AID 434962;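 active means percent inhibition above the average of all tested compounds plus 3 SD, set per screening campaign, cut at about 16% in these data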;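 further: IDE supplied by intact live HEK cells; FP after avidin binding of uncleaved biotin substrate so inhibition keeps polarization high; 0% = DMSO wells and 100% = 60 µM reference IDE inhibitor Ii1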
CRFR2-BP ag = agonists of human CRF-binding protein/CRF-R2 receptor complex; activation, % at 13.2 µM; 0.46% of 350,000 active; HEK293 CRF-R2/CRF-BP, calcium dye fluorescence (FLIPR); percent of saturating CRF peptide response;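 active means activation of at least 50%, plus an integration ratio under a set limit after plate pattern correction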;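 further: plate controls were neutral control wells without compound for no effect and CRF at EC100 for full effect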
MEKK3 PB1 HTS = raises or lowers MEK5 binding to the human MEKK3 PB1 domain | bead-based flow cytometry, Alexa488-MEK5 binding to MEKK3; actives lie on both sides; 0 = blocked by unlabeled MEK5, 100 = vehicle | binding response (% of control), % at 10 µM | 1.4% of 290,000 active;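 active means binding response more than 3 SD above or below the average of its plate-row segment, actives on both sides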;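 further: Alexa488 bead fluorescence after subtracting the streptavidin-only scavenger bead signal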
Target sequence (Q99759 whole entry, looked up, the tested form may be a part): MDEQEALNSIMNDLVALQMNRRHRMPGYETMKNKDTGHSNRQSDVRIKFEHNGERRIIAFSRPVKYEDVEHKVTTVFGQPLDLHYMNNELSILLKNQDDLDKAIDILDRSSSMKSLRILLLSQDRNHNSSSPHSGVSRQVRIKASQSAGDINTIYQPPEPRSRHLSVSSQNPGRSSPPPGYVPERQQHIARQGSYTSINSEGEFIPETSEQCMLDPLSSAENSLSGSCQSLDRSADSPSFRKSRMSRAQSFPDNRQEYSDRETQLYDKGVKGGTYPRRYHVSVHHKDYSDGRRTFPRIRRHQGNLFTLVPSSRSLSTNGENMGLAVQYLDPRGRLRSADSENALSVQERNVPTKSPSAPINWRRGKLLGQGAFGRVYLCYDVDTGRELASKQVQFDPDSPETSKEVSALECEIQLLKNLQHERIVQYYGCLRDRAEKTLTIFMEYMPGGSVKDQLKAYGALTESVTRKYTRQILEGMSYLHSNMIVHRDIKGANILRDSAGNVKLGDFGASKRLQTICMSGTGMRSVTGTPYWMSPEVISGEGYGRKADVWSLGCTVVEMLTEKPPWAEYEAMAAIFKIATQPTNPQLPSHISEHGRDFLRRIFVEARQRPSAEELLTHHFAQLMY
Starred values were filed as active, the others as inactive; . = no result given.

Under each structure: CRFR2-BP ag	IDE cell inh	pCIP destab	PHOSPHO1 block	IDE act	GalR3 antagonist	MEKK3 PB1 HTS	M4 PAM	CRFBP-R2 block
CC(OC(=O)c1ccccc1O)C(=O)Nc1ccc(Cl)cn1 (configuration not stated)
    -2.1	3	-11	20	2	-4	100	-7	-13
O=C(NC1CC1)C1=C[C@@H](c2ccc(Br)cc2)C[C@@H](OCc2ccc(CO)cc2)O1
    1.3	4	4	26	0	-4	107	4	-1
CC(C)(C)CN1CCN(CCCc2ccccc2)C(CCO)C1 (configuration not stated)
    0.3	1	0	3	4	-10	105	-10	-4
CC1(NC(=O)C2CCCCC2)CCS(=O)(=O)C1 (configuration not stated)
    -2.0	4	-6	20	4	-2	99	-15	6
CCCS(=O)(=O)N1CCC(C(=O)N2CCCC2)CC1
    0.2	1	-8	-18	2	-1	102	7	4
O=C(O)CCC(=O)NNC(=O)CCC(=O)NCc1ccccc1
    0.6	1	-7	14	2	-3	98	11	5
Cc1c(CNC(=O)c2nn3c(c2Cl)NC(c2ccccc2)CC3C(F)(F)F)cnn1C (configuration not stated)
    0.5	1	6	-1	1	-3	101	-9	-1
O=C(CSc1nnnn1-c1cccc(Cl)c1)Nc1ccc2c(c1)CCC2
    .	-2	10	-14	.	.	100	.	.
COc1ccc(CCC(=O)OCC(=O)c2c(N)n(CC(C)C)c(=O)n(C)c2=O)cc1
    -1.6	-2	-5	8	0	-3	102	-11	11
C#Cc1ccc([C@H]2C=C(C(=O)N3CCN(Cc4ccc5c(c4)OCO5)CC3)O[C@@H](OCc3ccc(CO)cc3)C2)cc1
    3.1	3	9	20	4	0	101	-2	18
COc1ccccc1C1(O)CCN(C(=O)c2cccs2)CC1
    0.4	4	-8	4	0	-4	.	-3	-13
CC(C(=O)Nc1ccc(C#N)cc1)N1CCN(C(=O)C2CC2)CC1 (configuration not stated)
    -0.3	5	.	.	0	-8	.	3	2
O=C(NCc1ccc(Cl)cc1)N1CCOCC1
    -1.7	7	-12	.	2	-2	107	-7	-3
COc1ccccc1NC(=O)c1ccc(S(=O)(=O)N(C)c2ccccc2OC)cc1
    0.8	-1	.	.	1	-2	.	-2	1
O=c1cc(-c2ccccc2)[nH]n1-c1ccc([N+](=O)[O-])cc1
    32	4	-3	-36	5	.	97	3	51*
O=C(Cc1ccccc1)Nc1ccc(NC(=O)c2ccccc2)c(Cl)c1
    0.6	.	-4	30	2	-5	108	-4	15
Cc1ccc(NC(=O)COc2cccc3c2OC(C)(C)C3)c(O)c1
    -0.1	0	.	.	-1	1	.	0	-1
CCCC(=O)Nc1nc2c(C)c(Cl)ccc2s1
    1.3	9	-14	27	-2	-5	103	9	3
CCN(CC)S(=O)(=O)c1ccc(C(=O)NNC2=NS(=O)(=O)c3ccccc32)cc1
    -1.8	4	3	30	-5	-5	101	-12	19
CSCCC(NC(=O)c1ccc(Cl)cc1)C(=O)OCC(C)=O (configuration not stated)
    -1.4	-1	-25	58	1	-2	105	4	11
CCOc1cc(C)c(Cl)cc1S(=O)(=O)NCc1ccco1
    -2.5	2	-1	-6	3	0	100	10	-7
COc1ccc(C(=O)Nc2c3c(nn2C(C)(C)C)CS(=O)(=O)C3)cc1OC
    -3.4	2	2	-9	0	-5	90	0	-15
CCOc1ccc2nc(N3CCC(C(=O)Nc4nnc(CC)s4)CC3)sc2c1
    0.3	9	14	-6	-13	3	106	5	-36
O=c1c(-c2cccc(Cl)c2)c[nH]n1-c1ccccc1
    4.1	-3	3	24	0	-3	105	-6	0
O=C(CSCc1cccc(Br)c1)N1CCOCC1
    -1.5	-1	-2	3	6	-4	101	0	9
COC(=O)CNC(=O)COC(=O)/C=C/c1ccc2ccccc2n1
    0.8	6	-12	27	6	3	103	3	2
CC(CN1CCN(C)CC1)OC(=O)c1ccccc1Cl (configuration not stated)
    -1.3	1	7	-8	8	1	.	5	-5
COc1cccc(C2=CC(=O)CC(C)(C)C2)c1OC
    1.3	-4	.	.	2	-1	.	1	-10
Cc1onc(-c2c(F)cccc2Cl)c1C(=O)N=C(N)N1CC(C)OC(C)C1 (configuration not stated)
    0.7	7	5	3	7	-1	95	-11	-2
COc1cccc(NC(=O)CN(C)C(=O)c2c(-c3c(F)cccc3Cl)noc2C)c1
    -3.9	-1	.	.	-4	-6	.	9	3
CSc1ncc(Cl)c(C(=O)Nc2ccc(NC(C)=O)cc2)n1
    0.1	-15	2	60*	1	-6	102	3	6
CSc1ccc(-c2sc(Nc3ccccc3)n[n+]2-c2ccccc2)cc1
    -2.2	7	-24	-13	4	.	106	2	12
O=C(Nc1ccccc1C(=O)NCCc1ccccc1)c1ccco1
    -2.8	6	-5	19	0	-1	94	-3	29
COc1ncccc1C(=O)N1CCCC(N2CCN(c3ccc(F)cc3)CC2)C1 (configuration not stated)
    1.5	-3	-3	30	5	-3	90	-3	-10
Cc1ccccc1C(=O)OCC(=O)NCc1ccco1
    -2.2	4	.	.	5	-5	.	16	0
O=C(CCN1C(=O)c2ccccc2C1=O)OCn1nnc2ccccc2c1=O
    -0.1	6	-2	5	-6	-2	93	1	11
CCOc1ccc(S(=O)(=O)N(C)c2ccc(OCC(=O)N3c4ccc(C)cc4C4CN(C)CCC43)cc2)cc1 (configuration not stated)
    0.9	5	-15	-4	-2	7	108	-19	3
COc1ccc(/C=N/Nc2ncnc3c2[nH]c2ccccc23)c(OC)c1OC
    -3.2	7	-9	9	-9	4	92	-1	1
Nc1cc(N)nc(SCCc2ccccc2)n1
    1.2	6	-8	40	1	-6	102	-5	1
O=C1Nc2ccccc2/C1=C/c1ccccc1F
    -1.0	4	4	28	1	-10	107	7	-10
COc1ccc(/C=C2\N=C(c3ccccc3)NNC2=O)cc1
    -1.0	2	7	8	3	4	102	0	0
Fc1ccc(N2CCN(Cc3cn[nH]c3-c3ccccc3)CC2)cc1
    0.0	-3	-14	8	-2	-5	105	-7	-38
CSCCC(NC(=O)C1CCC(C)CC1)C(=O)NCCN1CCOCC1 (configuration not stated)
    0.4	2	-8	9	2	-3	102	16	-9
Cc1ccc(-n2nnnc2SCC(=O)NC(=O)Nc2ccc3c(c2)OCCO3)cc1
    -0.5	-2	-21	46	-1	-3	85	2	-14
CN(C(=O)COc1ccccc1)c1ccc([N+](=O)[O-])cc1
    -0.6	.	.	.	.	-4	.	-3	11
COc1ccccc1NC(=O)c1nn(-c2ccc(OC(F)(F)F)cc2)ccc1=O
    -0.7	-8	2	2	-2	-2	98	20	18
CC(=O)N1CCC(N2CCN(c3ccccc3F)CC2)CC1
    -0.4	-7	5	-3	4	-6	106	-4	-3
CC(=O)c1sc(NC(=O)COc2ccc(Cl)cc2C)nc1C
    -0.4	2	1	10	13	2	99	-9	-15
CC(C)(C)NC(=O)CN(Cc1ccc2c(c1)OCO2)C(=O)CCC(=O)Nc1nccs1
    1.2	6	-14	53	1	-4	98	-1	-1
CC(C)(C)NC(=O)CSc1nncn1NCc1c(Cl)cccc1Cl
    4.2	-1	-6	17	2	3	110	-3	7
CN(C(=S)Nc1ccccc1)c1ccccc1
    -0.4	10	-1	-15	4	1	97	-6	-2
COc1cccc(NC(=O)CSc2nn3c(=O)c(C)nnc3s2)c1
    1.8	4	-5	48	-4	2	95	-1	-3
COC(=O)Cc1ccc2c3ccccc3n(C)c2c1
    -2.5	2	-5	-7	-5	-2	96	0	14
CCC(c1nnnn1C(C)(C)C)N1CCN(C(=O)c2ccco2)CC1 (configuration not stated)
    -0.5	-2	-1	-28	-1	-8	102	-7	-12
COc1ccc(NC(C)=O)cc1NS(=O)(=O)c1ccc2c(c1)OCCO2
    -2.6	-4	.	.	6	-6	.	-2	4
Cc1ccc(S(=O)(=O)N2CCOCC2)cc1NC(=O)COC(=O)c1cc[n+]([O-])cc1
    1.0	-4	.	.	2	-6	.	4	7
CCN(C(=O)CSc1nncs1)c1c(N)n(Cc2ccccc2)c(=O)[nH]c1=O
    -0.4	8	0	39	-1	-6	91	2	9
CCOc1ccc2nc3ccc4[nH]onc4c3c2c1
    1.6	0	.	.	-5	-3	103	-3	-37
COc1ccc(N2CCN(C(=O)c3cc(-c4ccc(F)cc4)[nH]c3C)CC2)cc1
    -0.1	.	-12	31	4	-5	97	-2	-27
CC1(NC(=O)Cc2csc(-c3cccc(Cl)c3)n2)CCS(=O)(=O)C1 (configuration not stated)
    -1.0	4	.	.	1	-7	.	5	7

The list continues.
Under each structure: CRFR2-BP ag	IDE cell inh	pCIP destab	PHOSPHO1 block	IDE act	GalR3 antagonist	MEKK3 PB1 HTS	M4 PAM	CRFBP-R2 block
COc1ccc(CCNC(=O)COC(=O)COc2ccc(C#N)cc2)cc1
    1.5	-8	6	-8	0	-7	103	1	0
COc1ccc(C(O)(C2CCCCC2)C(CN2CCOCC2)c2ccccc2)cc1 (configuration not stated)
    0.3	-4	4	.	5	-11	99	-6	-24
CC(=O)N(/N=C/c1ccc([N+](=O)[O-])o1)c1nc2ccccc2c(=O)n1-c1ccccc1
    -0.6	1	-7	37	1	0	98	-6	5
O=C(NC(N1CCOCC1)C(Cl)(Cl)Cl)c1ccc(F)cc1 (configuration not stated)
    0.8	3	-7	30	7	-4	114	-2	11
COc1cccc(CCc2nnc(CCC(=O)NC(C)c3c(C)nn(C)c3C)o2)c1 (configuration not stated)
    -0.1	1	-2	47	2	-8	101	7	6
CC1CC(C)CN(S(=O)(=O)c2ccc3c(c2)CCN3C(=O)CCC(=O)O)C1 (configuration not stated)
    1.5	-3	4	48	5	.	100	8	4
Cc1cc(Cl)ccc1OCc1cn2cccnc2n1
    0.2	-3	4	10	3	-1	81	2	2
CC(=O)c1cc2c(cc1NC(=O)c1c(-c3ccccc3)noc1C)OCO2
    0.5	-3	-9	34	1	-3	97	9	2
COc1ccc(CNC(=O)CN(Cc2ccc(F)cc2)C(=O)c2csnn2)cc1
    -0.1	-2	1	-13	3	-2	148*	-5	17
Cc1ccccc1/[N+]([O-])=C/c1cccs1
    -0.3	10	6	7	3	-4	94	1	12
COc1cc(/C=C(\C#N)C(=O)NC(C)C)ccc1OCc1ccc(C(=O)O)cc1
    -0.2	1	-9	-4	-1	5	98	-11	22
COc1cc(C(=O)N(Cc2cccc(Cl)c2)C2CCS(=O)(=O)C2)cc(OC)c1OC (configuration not stated)
    -0.6	-1	0	7	4	-3	100	0	-5
CCn1c(SCC(=O)Nc2ccc(NC(=O)c3ccco3)c(OC)c2)nc2ccccc2c1=O
    -0.5	-2	-2	3	3	-5	98	7	-24
COC(=O)CN1C(=O)C(C)=C(c2ccc(C)cc2)S1(=O)=O
    -0.5	-1	-7	-17	2	-7	105	9	-19
COc1ccc(CC(=O)Nc2c3c(nn2-c2cccc(Cl)c2)CS(=O)(=O)C3)cc1
    2.6	0	-12	24	0	-9	101	1	-1
O=S(=O)(O)c1cccc(N=Nc2c(O)ccc3ccccc23)c1
    -1.4	-3	-12	-6	9	-7	125	15	-3
CCC(=O)Nc1nc2ccc3nc(C)sc3c2s1
    -1.0	4	3	8	1	0	102	6	-11
Cc1nc2ccc(C(=O)NCc3ccc4c(c3)OCO4)cc2s1
    -1.4	1	0	-1	-3	-6	107	12	6

Whole records from above. Screens in order: CRFR2-BP ag, IDE cell inh, pCIP destab, PHOSPHO1 block, IDE act, GalR3 antagonist, MEKK3 PB1 HTS, M4 PAM, CRFBP-R2 block
Cc1cc(Cl)ccc1OCc1cn2cccnc2n1 across the screens: 0.2, -3, 4, 10, 3, -1, 81, 2, 2
COc1cc(C(=O)N(Cc2cccc(Cl)c2)C2CCS(=O)(=O)C2)cc(OC)c1OC (configuration not stated) across the screens: -0.6, -1, 0, 7, 4, -3, 100, 0, -5
